# Anthrax LF prot = blocks Bacillus anthracis lethal factor protease | P15917 | multiplex microsphere protease cleavage assay, LF | inhibition, % at 10 µM | 0.12% of 360,000 active; note: plate controls were buffer without enzyme for full effect and enzyme alone for no effect
# Target sequence (P15917 whole entry, looked up): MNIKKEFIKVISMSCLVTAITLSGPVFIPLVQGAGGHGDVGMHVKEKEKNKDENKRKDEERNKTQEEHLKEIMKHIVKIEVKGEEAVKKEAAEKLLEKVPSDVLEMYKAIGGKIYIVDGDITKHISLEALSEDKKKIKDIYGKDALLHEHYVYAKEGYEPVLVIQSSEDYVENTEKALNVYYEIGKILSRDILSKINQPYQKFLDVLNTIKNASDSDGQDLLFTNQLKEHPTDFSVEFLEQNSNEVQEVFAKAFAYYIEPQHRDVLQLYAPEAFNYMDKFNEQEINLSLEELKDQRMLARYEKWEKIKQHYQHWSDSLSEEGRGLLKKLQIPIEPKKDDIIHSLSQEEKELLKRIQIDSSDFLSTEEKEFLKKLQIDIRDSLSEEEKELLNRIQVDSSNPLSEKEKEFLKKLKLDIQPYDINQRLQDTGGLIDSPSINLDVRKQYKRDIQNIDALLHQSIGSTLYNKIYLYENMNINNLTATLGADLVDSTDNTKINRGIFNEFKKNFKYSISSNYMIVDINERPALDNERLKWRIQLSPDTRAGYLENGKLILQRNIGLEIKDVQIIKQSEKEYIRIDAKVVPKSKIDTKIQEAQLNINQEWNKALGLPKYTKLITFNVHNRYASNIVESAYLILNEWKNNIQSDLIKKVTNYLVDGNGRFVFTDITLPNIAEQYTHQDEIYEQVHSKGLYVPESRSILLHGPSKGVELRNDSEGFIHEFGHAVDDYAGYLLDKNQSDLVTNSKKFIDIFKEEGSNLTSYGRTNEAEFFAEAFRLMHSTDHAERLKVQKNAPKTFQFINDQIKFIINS
# Rv3671c protease = inhibitors of M. tuberculosis serine protease Rv3671c; P9WHR9; inhibition, % at 5.96 µM; AID 2606; 0.048% of 320,000 active; in the data active = inhibition above about 38%;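 note: extracellular domain of Rv3671c used as enzyme; 0% = enzyme with DMSO and 100% = no enzyme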
# DUSP3 inh = blocks human VHR1 dual specificity phosphatase; 0.52% of 290,000 active; P51452; AID 1654; inhibition, % at 13.3 µM; recombinant VHR phosphatase, pNPP absorbance; in the data active = inhibition above about 50%; note: some compounds called inactive have numbers as strong as hits
# Target sequence (P51452 whole entry, looked up): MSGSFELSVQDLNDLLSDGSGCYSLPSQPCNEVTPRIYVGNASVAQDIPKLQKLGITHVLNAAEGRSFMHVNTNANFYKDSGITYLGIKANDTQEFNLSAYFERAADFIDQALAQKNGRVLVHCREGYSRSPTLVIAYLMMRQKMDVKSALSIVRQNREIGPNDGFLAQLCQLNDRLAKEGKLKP
# CCHF vOTU inh = CCHFV vOTU protease inhibition; Pep-AMC fluorescence; inhibition, % at 11.5 µM; 0.55% of 370,000 active; in the data active = inhibition above about 30%; note: 0% = vehicle wells with enzyme and 100% = no enzyme wells
# BoNT-A LC inh2 = blocks Botulinum neurotoxin A light chain protease; 0.17% of 360,000 active; multiplex microsphere protease substrate cleavage, flow cytometry; inhibition, % at 10 µM; note: plate controls were buffer without enzyme for full effect and enzyme alone for no effect
# MazF activator = activators of E. coli MazEF toxin-antitoxin RNase | P0AE70 | FAM/BHQ RNA-DNA oligo cleavage fluorescence, 5 h | activation, % at 20 µM | 0.32% of 350,000 active | AID 504720; in the data active = activation above about 50%
# Target sequence (P0AE70 whole entry, looked up): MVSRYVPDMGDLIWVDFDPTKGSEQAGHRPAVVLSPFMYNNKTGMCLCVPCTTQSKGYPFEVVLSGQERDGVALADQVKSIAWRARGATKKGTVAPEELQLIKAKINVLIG
# PrPC surface inh = reduces human prion protein on the cell surface. P04156. cell surface PrPC, TR-FRET read-out. inhibition, % at 13.8 µM. 0.43% of 370,000 active. AID 720596; in the data active = inhibition above about 24%; note: 0% = median of the test wells and 100% = reference compound wells
# SARS 3CLpro inh = SARS-CoV 3CLpro protease inhibition | AID 1706 | recombinant SARS-CoV 3CLpro, quenched FRET peptide cleavage | 0.14% of 290,000 active | P0C6X7 | inhibition, % at 6 µM; in the data active = inhibition above about 12%
# BoNT-F LC inh = inhibitors of Botulinum neurotoxin F light chain protease | Multiplex microsphere protease cleavage assay, flow cytometry | inhibition, % at 10 µM | 0.22% of 360,000 active | AID 588497; in the data active = inhibition above about 35%, passing the limit was not always enough; inconclusive = no clear call, values can overlap the other calls; note: plate controls were buffer without enzyme for full effect and enzyme alone for no effect
# PriA SSB inh = inhibitors of Klebsiella pneumoniae PriA binding to SSB C-terminal tail | AlphaScreen SSBct-PriA binding, biotinylated peptide | inhibition, % at 33 µM | 0.6% of 430,000 active; in the data active = inhibition mostly above about 37%, no sharp cut-off; inactive = mostly below about 20%;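 note: plate controls were negative control peptide for no effect and reference peptide for full effect; strong numbers were not always called active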
# * hit, by the source's call; ? = inconclusive; nt = no result given; & = joins results of further samples. Cut-off read from the data, not from the text of the source, unless noted: active = inhibition above about 30%; inconclusive = no clear call, values can overlap the other calls; inactive = below that. An excerpt; rates above refer to the full screens.
SMILES,Anthrax LF prot,Rv3671c protease,DUSP3 inh,CCHF vOTU inh,BoNT-A LC inh2,MazF activator,PrPC surface inh,SARS 3CLpro inh,BoNT-F LC inh,PriA SSB inh
Cc1cc2oc(C(=O)Nc3c(C)n(C)n(-c4ccccc4)c3=O)c(C)c2cc1C,2,9,13,6,0.5,-1,-5,0,?,9
c1ccc(CCNc2nc(-c3ccccn3)cs2)cc1,1,10,10,2,-0.3,-6,-4,-3,-1,20
Cc1cc(C)c(C#N)c(SCC(=O)c2cccs2)n1,4,-15,-4,12,?,109*,-47,-3,-1,-10
O=C(CC1Sc2ccccc2NC1=O)Nc1ccccc1[N+](=O)[O-] (configuration not stated),-1,-17,-4,-11,1.7,8,-15,0,27,5
COc1ccc(C2C(C(=O)N3CCN(c4ccc(OC)cc4)CC3)c3ccccc3C(=O)N2C)cc1 (configuration not stated),2,-3,13,8,-1.3,2,-2,-7,-1,15
COc1ccccc1C/C(N)=N/OC(=O)/C=C/c1ccccc1,-2,-2,33,6,-0.2,-6,1,2,-10,nt
COc1ccc(S(=O)(=O)Nc2ccccc2OC)cc1C,-4,1,-8,5,-0.8,3,-5,2,-7,-14
CCOc1cccc(OCCCOc2cccc3cccnc23)c1,0,-4,5,9,0.1,-4,-6,-3,-2,-15
CCCCCCC1CC(C)(/C(C)=N/NC(N)=O)OC1=O (configuration not stated),2,0,15,4,5.3,-3,0,-2,6,nt
COC(=O)c1cc(S(=O)(=O)Nc2cc(OC)cc(OC)c2)cn1C,-2,3,10,-9,-0.8,8,0,-2,-1,-6
O=C(O)CCCC(=O)NCCCc1ccccc1,1,7,4,-8,0.0,7,1,3,-6,-8
O=C(CNC(=O)c1ccccc1)N/N=C/c1cccs1,-2,-6,13,-6,-0.3,0,-2,0,-2,nt
CCN(CC)S(=O)(=O)c1ccc(Cl)c(C(=O)NC(C)C(c2cccs2)N2CCCC2)c1 (configuration not stated),0,-4,6,6,-1.1,4,11,0,-1,1
Nc1cc(Nc2ccccc2)ccn1,4,-8,nt,-12,-0.1,-1,2,nt,2,-5
COc1ccc(-c2c(C)nn3c(-c4ccccc4)cc(C)nc23)cc1,-16,2,2,1,-1.9,-1,1,3,-9,-6
Cc1ccccc1NC(=S)Nc1ccccn1,-13,-1,12,13,-2.5,-1,8,-1,37*,-9
COc1cc(NS(=O)(=O)c2cc(C)ccc2OC)c(OC)cc1Cl,-3,-2,1,3,0.2,-2,3,3,14,-20
CCOc1ccc(N2CC(NS(=O)(=O)c3cccs3)CC2=O)cc1 (configuration not stated),1,-7,nt,-1,1.1,6,1,nt,11,-3
S=c1cnc2ccccc2[nH]1,1,-17,-3,-1,0.3,6,0,2,4,-4
CCCNC(=O)CN(c1ccccc1)S(=O)(=O)c1ccc(OC)c(OC)c1,0,-1,25,3,-0.1,-1,1,2,-36,1
CCC(=O)N/N=C/c1ccc(-c2ccc(Cl)cc2)o1,-6,-1,26,6,0.1,5,-13,0,-3,nt
O=C(NCC1COc2ccccc2O1)c1ccc(NC(=O)c2ccco2)cc1 (configuration not stated),1,-9,-4,4,0.2,-14,-8,1,-2,-2
O=C(c1ccco1)N1CCN(Cc2cc(=O)c(OCc3cccc(Cl)c3)co2)CC1,?,4,nt,-6,?,6,0,nt,?,0
COc1ccc(Cl)cc1N1C(=O)C2CCCN2C1c1ccc(F)c(F)c1 (configuration not stated),0,8,0,-3,-0.5,0,2,3,-2,-8
Cn1nc(C(F)(F)F)c(C(=O)Nc2cccc(C(F)(F)F)c2)c1SCc1ccc(Cl)cc1,-8,-74,13,19,4.2,2,19,2,0,-48
O=[N+]([O-])c1cc(Cl)c(Cl)c(Cl)c1Cl,1,8,nt,-4,0.1,-3,-3,nt,3,5
N/C(=N\OC(=O)CCC1CCCC1)c1ccc(Cl)cc1,-4,-4,10,1,0.5,-5,4,4,-2,nt
Cc1cc(=O)oc2cc(OCCSCCN3CCCC3)ccc12,-9,-4,31,-17,-0.5,0,9,5,-14,-3
CCN(c1ccc(C)cc1C)S(=O)(=O)c1nnc(NC(=O)C(C)(C)C)s1,-1,-13,6,21,-2.1,-11,4,0,-25,-18
CS(=O)(=O)c1ccc(-c2sc3ccccc3c2C(=O)N2CCN(c3ccc(F)cc3)CC2)cc1,-7,-9,nt,-1,-0.6,-17,-17,nt,3,-4

# The final 4 compounds of the part above are carried over, then new ones follow.
SMILES,Anthrax LF prot,Rv3671c protease,DUSP3 inh,CCHF vOTU inh,BoNT-A LC inh2,MazF activator,PrPC surface inh,SARS 3CLpro inh,BoNT-F LC inh,PriA SSB inh
N/C(=N\OC(=O)CCC1CCCC1)c1ccc(Cl)cc1,-4,-4,10,1,0.5,-5,4,4,-2,nt
Cc1cc(=O)oc2cc(OCCSCCN3CCCC3)ccc12,-9,-4,31,-17,-0.5,0,9,5,-14,-3
CCN(c1ccc(C)cc1C)S(=O)(=O)c1nnc(NC(=O)C(C)(C)C)s1,-1,-13,6,21,-2.1,-11,4,0,-25,-18
CS(=O)(=O)c1ccc(-c2sc3ccccc3c2C(=O)N2CCN(c3ccc(F)cc3)CC2)cc1,-7,-9,nt,-1,-0.6,-17,-17,nt,3,-4
CCCCn1c(N)c(N(CC(C)C)C(=O)c2cc(-c3ccc(OC)cc3)nc3ccccc23)c(=O)[nH]c1=O,-6,nt,nt,6,0.2,7,-3,nt,0,-17
COc1ccc(C(=O)Nc2cccc(NC(=O)c3ccc(OC)cc3OC)n2)c(OC)c1,-1,-9,nt,6,1.0,-13,-2,nt,-3,-1
Cc1ccc(CC(NC(=O)c2ccccc2)C(=O)NC(C)C(=O)O)cc1 (configuration not stated),3,-3,18,0,5.0,7,9,-1,3,-10
CC(C)(C)c1ccc(CC(=O)N2CCC2(C)C(=O)NS(=O)(=O)c2ccc(Cl)cc2)cc1 (configuration not stated),3,nt,nt,13,-0.2,nt,11,nt,2,nt
Cn1c(-c2cccs2)[n+](C)c2ccccc21,-2,-4,-10,11,0.4,-5,2,-2,0,-1
CCN(CC(=O)NC(C)C)Cc1nc2c(Br)cc(Br)cc2c(=O)[nH]1,0,-6,-2,-6,0.0,-27,23,6,-3,2
COc1ccc(C(c2sc3nc(C)nn3c2O)N2CCC(C(N)=O)CC2)cc1OC (configuration not stated),0,-2,9,13,-0.8,6,-5,0,-2,-14
CCCCn1c(=N)n(CC(=O)c2ccc(Br)s2)c2ccccc21,4,1,10,18,0.7,16,37*,1,1,-8
C(=N\N1CCN(c2ccccc2)CC1)/c1ccccc1,-11,1,26,-5,-0.4,3,-1,-2,-5,nt
CCCNS(=O)(=O)c1cc2c3c(c1)C(C)C(=O)N3CCC2 (configuration not stated),-3,3,2,-4,2.1,2,5,1,10,1
O=C1c2ccc(Oc3ccc4c(c3)C(=O)N(CCCO)C4=O)cc2C(=O)N1CCCO,0,-3,13,6,0.1,3,5,-2,-10,-8
CC(C)N(Cc1nccn1C)C(=O)c1ccc2oc(CCCc3ccccc3)nc2c1,-2,-2,14,-9,-1.0,-5,-4,-1,2,1
O=C(CNC(=O)c1cccs1)OCC(=O)c1ccccc1Cl,-2,-7,8,-5,-0.7,-2,2,6,-6,-7
CCC(C)(C)NC(=O)C(c1ccccc1F)N(C(=O)c1ccn[nH]1)c1ccccc1 (configuration not stated),2,8,26,12,0.7,-2,-3,0,4,4
COc1ccc2c(c1)cc1c(=O)n(CC(=O)NCCCOC(C)C)nc(C)n12,-1,5,-8,-15,0.9,4,8,3,11,1
C=CCn1c(CCNC(=O)c2ccccc2F)nnc1SCC(=O)Nc1ccc(OC)cc1,-4,-9,23,-8,0.1,10,4,3,1,-3
CCCCCCCC1CC(CSc2ncn[nH]2)OC1=O (configuration not stated),-3,-2,8,4,-1.2,1,3,7,-11,-31
O=C(CNC(=O)/C(=C\c1ccc(F)cc1)NC(=O)c1ccccc1)OCc1ccccc1,1,2,14,10,0.6,1,-1,-4,-4,5
COc1ccc(NS(=O)(=O)c2cccc(C(=O)NN=C(C)c3ccco3)c2)cc1,-2,3,nt,16,3.6,-1,5,nt,9,7
CCOC(=O)N1CCN(C(=O)CN(c2ccc(Oc3ccccc3)cc2)S(C)(=O)=O)CC1,-5,4,34,10,-0.1,-2,1,4,1,2
O=C(CSc1nc2c(cnn2-c2ccccc2)c(=O)[nH]1)N1CCCCC1,-5,-2,25,-1,-0.8,6,2,-1,8,4&-4
O=C(CCl)Nc1ccccc1Sc1ccccc1,-2,-3,20,9,-0.7,3,-6,0,-4,3
CCC(CC)NC(=O)COC(=O)CCC(=O)c1ccc(Cl)cc1,-7,1,30,2,0.8,3,1,-5,0,-8
COc1ccc(CCNC(=O)CN(c2ccccc2)S(=O)(=O)c2ccccc2)cc1,-6,nt,nt,8,0.3,3,-4,nt,5,nt
Cc1cnc(C(=O)Nc2nnc(C3CC3)s2)cn1,-3,-2,21,3,2.5,5,5,2,16,19
O=C(N/N=C/c1ccco1)c1ccncc1,0,8,10,3,-1.8,-4,0,-2,-1,nt
Cn1nc(-c2ccccc2)c(-c2nc(-c3cccc(C(F)(F)F)c3)no2)c1Cl,-6,2,-16,13,-0.6,1,2,3,-30,-8
COc1ccc(OCC(O)CNC(=O)Nc2ccc(C(C)(C)C)cc2)cc1 (configuration not stated),-9,6,13,8,0.7,-10,1,5,4,0
CCc1ccc(NC(=O)C(C)n2nc(C)c([N+](=O)[O-])c2C)cc1 (configuration not stated),-5,4,9,6,-0.1,11,-1,0,1,2
COc1ccc(-c2nnc3c4ccccc4c(C)nn23)cc1,-2,-9,3,-1,-0.8,5,13,-1,-1,-11

# Among those listed so far, these contain a CF3 group:
SMILES,Anthrax LF prot,Rv3671c protease,DUSP3 inh,CCHF vOTU inh,BoNT-A LC inh2,MazF activator,PrPC surface inh,SARS 3CLpro inh,BoNT-F LC inh,PriA SSB inh
Cn1nc(C(F)(F)F)c(C(=O)Nc2cccc(C(F)(F)F)c2)c1SCc1ccc(Cl)cc1,-8,-74,13,19,4.2,2,19,2,0,-48
Cn1nc(-c2ccccc2)c(-c2nc(-c3cccc(C(F)(F)F)c3)no2)c1Cl,-6,2,-16,13,-0.6,1,2,3,-30,-8

# (cont.)
SMILES,Anthrax LF prot,Rv3671c protease,DUSP3 inh,CCHF vOTU inh,BoNT-A LC inh2,MazF activator,PrPC surface inh,SARS 3CLpro inh,BoNT-F LC inh,PriA SSB inh
Cc1ccc(-c2nnn(CC(=O)Nc3nnc(C(C)C)s3)n2)cc1,5,-1,11,-2,-0.9,2,8,-1,-6,-1
COc1cccc(NC(=S)NCc2ccccc2)c1,0,-2,-10,4,-4.9,4,1,-5,-6,-12
CCOC(=O)C1(CCOc2ccccc2)CCN(Cc2cccc(F)c2)CC1,-4,-4,18,17,0.3,0,-3,-1,?,-25
N#Cc1c(Nc2cccc(F)c2)sc2c(O)cc(=O)[nH]c12,-4,-3,3,7,-0.9,2,-8,1,-3,0
O=C(C1CCCO1)N1CCN(C(c2ccccc2)c2ccccc2)CC1 (configuration not stated),4,-4,17,-6,1.4,1,6,-1,-8,-7
CN(C(=O)CSc1nnc(C(F)(F)F)n1N)C1CCS(=O)(=O)C1 (configuration not stated),0,17,19,15,0.3,0,-1,-5,6,-4
CC(OC(=O)C(C)Oc1ccccc1)C(=O)Nc1ccc(S(=O)(=O)N2CCCCC2)cc1 (configuration not stated),-12,-9,nt,11,0.1,1,-5,nt,7,2
CC(C)(C)c1ccc(S(=O)(=O)Nc2ccc(C(O)(C(F)(F)F)C(F)(F)F)cc2)cc1,-3,nt,nt,49*,0.2,nt,26*,nt,-2,nt
CC1(C)Oc2ccc(NC(=O)C3COc4ccccc4O3)cc2O1 (configuration not stated),-5,2,-18,-13,0.6,0,-5,4,8,-6
NC(=O)c1nnn(-c2ccccc2)c1N,-9,-3,-5,-13,-1.3,-20,-8,0,-10,-11
Cc1ccccc1OCC(=O)Nc1ccccc1C(=O)NC1CC1,3,-7,nt,1,0.5,2,5,nt,7,-6
COc1ccc(CCNC(=O)CSc2nnc(CNc3ccc(Cl)cc3)o2)cc1OC,0,1,13,-2,-0.9,-4,1,-2,0,-13
CCc1cc(C(=O)c2ccccc2OC)c(N)s1,-3,-7,28,21,0.2,8,-2,2,-12,11
O=C(CSc1ncnc2ccccc12)Nc1cccc(S(=O)(=O)N2CCOCC2)c1,3,-4,4,2,-1.7,4,68*,3,-4,-5

# Assay outcomes deposited in PubChem BioAssay by several laboratories.
